Bioassay records: PubChem BioAssay, Small Molecule Screening Facility, UW Madison
PriA SSB inh: inhibitors of Klebsiella pneumoniae PriA binding to SSB C-terminal tail, primary screen, biochemical, AlphaScreen. PriA–SSB C-terminal tail interaction (Klebsiella pneumoniae). AlphaScreen SSBct-PriA binding, biotinylated peptide. inhibition, % at 33 µM. 430,000 compounds, 0.6% hits; in the data active means inhibition mostly above about 37%, no sharp cut-off; inactive means mostly below about 20%;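 further: plate controls were negative control peptide for no effect and reference peptide for full effect; strong numbers were not always called active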
Active calls of the source: *; & = joins results of further samples.

SMILES,PriA SSB inh
COC(=O)NN=Cc1cc2c(cc1Br)OCO2,-3
O=c1cccnn1CCNS(=O)(=O)c1ccc(OC(F)(F)F)cc1,-8
CC(=O)c1ccc(C(=O)Nc2nc3c(s2)CC(C)CC3)cc1 (configuration not stated),8
COc1ccccc1OCC(=O)NCC(=O)N1CCOC(c2ccccc2)C1 (configuration not stated),-8
O=S(=O)(Cc1cc(F)ccc1F)N1CCN(c2cc(-n3cncn3)ncn2)CC1,-4
Cc1ccc(-c2cc(CC(=O)N3CCc4ccccc43)no2)cc1,-8&7
CCOc1ccccc1C(=O)NCCn1ccnc1-c1ncccn1,55*
NCC1CCS(=O)(=O)C1 (configuration not stated),-13&-11
Nc1cc(-c2c[nH]c3ccccc23)[nH]n1,2
CSC1CC2CCC(C1)N2S(=O)(=O)c1ccc(Br)s1 (configuration not stated),-6
O=C(CN1C(=O)c2cccc3cccc(c23)C1=O)N1CCN(CCN2C(=O)C3C4C=CC(C4)C3C2=O)CC1 (configuration not stated),-20
O=C(NN=Cc1ccncc1)c1cccc(S(=O)(=O)N2CCCC2)c1,-6
CC(=NNS(=O)(=O)c1cc(C)ccc1C)c1c[nH]c2ccccc12,3
O=C(NC[C@@H](c1ccco1)N1CCOCC1)c1ccc2c(c1)OCO2,-19
Cc1cc(C(=O)Nc2nc3c(C)ccc(C)c3s2)on1,10
O=C(CSc1ccc(-c2ccc3c(c2)OCO3)nn1)N1CCN(c2ccccc2)CC1,-1
O=C(NCc1cccc2ccccc12)N1CCOC2(CCOCC2)C1,-3
Cc1cc(C([O-])=C(C(=S)Nc2ccc(F)cc2)[n+]2ccccc2)c(C)n1Cc1ccccc1Cl,4
CCOC(=O)C1=C(C)N=c2s/c(=C/c3ccccc3[N+](=O)[O-])c(=O)n2C1c1ccc(SC)cc1 (configuration not stated),12
O=C(c1cc(-c2ccccc2)on1)N1CC(N2C(=O)C3CC=CCC3C2=O)C1 (configuration not stated),-6

An excerpt of these results, as labelled records:
CCOC(=O)C1=C(C)N=c2s/c(=C/c3ccccc3[N+](=O)[O-])c(=O)n2C1c1ccc(SC)cc1 (configuration not stated)
  PriA SSB inh = 12

O=S(=O)(Cc1cc(F)ccc1F)N1CCN(c2cc(-n3cncn3)ncn2)CC1
  PriA SSB inh = -4

Next section.
SMILES,PriA SSB inh
O=C(NCc1cc2ccccc2o1)c1cnn2c1OCCC2,-12
COc1ccc(OC)c(NC(=O)C(=O)NN=Cc2ccccc2[N+](=O)[O-])c1,-23
O=C(N1CCC(Cn2cccn2)CC1)C1(c2cccs2)CCCC1,-8
CC12CCC(C(=O)Nc3ccc(I)cc3)(CC1=O)C2(C)C (configuration not stated),1
CCOC(=O)N1CCc2c(sc(NC(=O)CCSc3ccc(F)cc3)c2C(N)=O)C1,10
CN(C)CCC(=O)c1ccccc1,-12&-9
CC(=Nn1cnnc1)c1ccc(C#N)cc1,7
Cc1ccc(C)c2sc(N(CCCN3CCOCC3)C(=O)c3ccc(F)cc3F)nc12,6
Cc1cccc(N2CCN(C(=O)CCc3nc4sc5c(c4c(=O)[nH]3)CCCCC5)CC2)c1C,-15
Cc1cc2ncn(Cc3cc(Cl)cc4c3OCOC4)c2cc1C,1
NC(=NOC(=O)CC1CCCCC1)c1cccc(Br)c1,-19
Cc1ccc(-c2noc(-c3nnn(-c4cc(Cl)ccc4C)c3C)n2)cc1,-4
O=C(Nc1ccc(O)c(-c2nc3ccccc3s2)c1)c1cccc(Br)c1,-5
COC(=O)c1cc(OCC(=O)Nc2cc(Cl)ccc2OC)c2cc(F)ccc2n1,-12
CC(C)C(=O)Nc1ccc(S(=O)(=O)Nc2ccc3c(c2)OCC(C)(C)C(=O)N3C)cc1,8
O=c1ccc(-c2cccs2)nn1CCNS(=O)(=O)c1ccc(Cl)s1,-13
C[N+](C)(C)CCSSCC[N+](C)(C)C,-4
O=C(NCc1ccc(F)cc1)Nc1ccn2nccc2c1,-9
COc1cc(C=NOCC(=O)Nc2cc(C)cc(C)c2)ccc1OCc1ccc(Cl)cc1,-24
Cc1ccc2nc(NC(=O)c3cn[nH]n3)sc2c1,-11

Shown as labelled records: four of the compounds above.
Cc1cccc(N2CCN(C(=O)CCc3nc4sc5c(c4c(=O)[nH]3)CCCCC5)CC2)c1C
  PriA SSB inh: -15

Cc1cc2ncn(Cc3cc(Cl)cc4c3OCOC4)c2cc1C
  PriA SSB inh: 1

NC(=NOC(=O)CC1CCCCC1)c1cccc(Br)c1
  PriA SSB inh: -19

Cc1ccc(-c2noc(-c3nnn(-c4cc(Cl)ccc4C)c3C)n2)cc1
  PriA SSB inh: -4

Continued:
SMILES,PriA SSB inh
O=C(Cn1cc(-c2ccc(F)cc2)cn1)N1CCCc2ccccc21,-8
Cc1c(Cc2ccc3c(c2)OCO3)sc(NC(=O)c2ccccc2Oc2ccccc2)c1C#N,-13
O=C(CS(=O)(=O)c1ccc(Br)s1)N1CCN(c2ccccc2F)CC1,5
C=CCN1C(=O)c2ccc(C(=O)O)cc2C1=O,-7
NC(=O)c1ccc(NC(=O)Cc2csc(Nc3cccc(C(F)(F)F)c3)n2)cc1,6
O=C(NCCS(=O)(=O)N1CCc2ccccc2C1)C1(c2ccc(Cl)cc2)CCCC1,-23
O=C(COC(=O)C1CCN(S(=O)(=O)c2ccc3ccccc3c2)CC1)c1ccccc1,4
Cn1c(=O)c(C(=O)/C=C/c2ccco2)c(-c2ccccc2)c2cc([N+](=O)[O-])ccc21,0
C=CCn1c(-c2ccccc2)cs/c1=N\N=c1\scc(-c2ccccc2)n1CC=C,1
O=C(CSc1ncc(-c2ccc(Br)cc2)n1Cc1ccco1)Nc1ccc(Cl)cc1,-12
Cc1nn(C)c(C)c1C(=O)NCCn1cnc2ccsc2c1=O,5
CCC(C)n1c(=O)c2ccccc2n(Cc2nc(-c3cccc(Br)c3)no2)c1=O (configuration not stated),-17
CC(C)(C)OC(=O)CN(c1ccc2c(c1)OCCO2)S(=O)(=O)c1ccc2nncn2c1,6
Cc1ccc(S(=O)(=O)NCCc2ccc3c(c2)CCCN3C)cc1Cl,38*
Cc1cc(NC(=O)/C=C/c2ccccc2Cl)on1,2
CCOc1ccc(C(=O)N2CC(c3nc(C4CC4)no3)C2)cc1OCC,-1
Cc1n[nH]c(C)c1NC(=O)c1cc2cc([N+](=O)[O-])ccc2oc1=O,-6
Cc1cc(NC(=O)CN2C(=O)CCC2=O)n(-c2nc3ccc(F)cc3s2)n1,-23&-13
Cc1nc2ccc(S(=O)(=O)Nc3cccc(-c4ccc(S(C)(=O)=O)nn4)c3)cc2s1,8&5
O=C(NCC[C@H](O)C1CCOCC1)NCc1cccc2ccccc12,2

SMILES,PriA SSB inh
Cc1cc2nc(N(CCCN(C)C)C(=O)c3ccc(F)cc3)sc2cc1C,6
CSc1nn(CC(=O)Nc2ccc(C)c(F)c2)c(N)c1-c1nc(-c2ccc3c(c2)OCO3)no1,6
Cc1cc(C)c2oc(C(=O)N3CCCc4ccccc43)cc(=O)c2c1,3&10
COc1ccc(C(=O)N2CCN(c3cc(Nc4cc(C)ccn4)nc(C)n3)CC2)cc1OC,0
COc1cccc(NC(=O)NCC(c2ccsc2)N2CCN(C)CC2)c1OC (configuration not stated),-7
COc1ccc(NC(=O)C(=O)NCCc2ccc(S(N)(=O)=O)cc2)cc1OC,-22
COc1ccc(S(=O)(=O)Nc2c(C)nc(N3CCOCC3)nc2C)cc1Cl,-18
O=C(Cn1nc2c(cc1=O)CCCC2)Nc1ccc2c(c1)OCCO2,-6
O=C(Nc1nnc(-c2ccc(F)cc2)s1)c1cccc2ccccc12,-11
CCOC(=O)Cc1csc(NC(=O)c2coc(NC(=O)c3cnccn3)n2)n1,7
CCCN1C(=O)C(=NOCC(=O)NCC(F)(F)F)c2ccccc21,9
CCn1c(SCc2cccc(Cl)c2)nnc1-c1c[nH]c2ccccc12,-6
O=C(Cc1cc(-c2ccccc2)on1)NCCc1c[nH]c2ccccc12,-5&15
COc1ccc(Cl)cc1NC(=O)Cn1cnc2c(sc3nc(C)cc(C)c32)c1=O,2
CCOC(=O)c1cnn2ccc(NC(=O)c3ccc(S(=O)(=O)N(C)C)cc3)cc12,-14
O=S(=O)(Nc1ccc(-c2csc(Nc3cccnc3)n2)cc1)c1ccccc1F,-3
Cc1cc(C(=O)Nc2ccccc2S(C)(=O)=O)no1,3
COc1ccc(C(=O)C=C(C)Nc2ccc3c(c2)OCO3)cc1,8
O=C(NCCN1CCOCC1)C(=O)Nc1ccon1,-7
COc1ccc(S(=O)(=O)N2CC(S(=O)(=O)c3ccc(Cl)cc3)C2)cc1F,-7

SMILES,PriA SSB inh
Oc1ccc(Br)cc1C=NN1CCCCC1,2
O=C(c1cc(-c2ccco2)on1)N1CCC(Oc2cccnn2)CC1,-12
CC(=O)Nc1ccc(SCCCC(=O)N2CCC(Cc3ccccc3)CC2)nn1,-16&-10
O=C(CCn1c(=O)oc2ccc(Cl)cc21)N1CCN(c2ccc(F)cc2)CC1,0
Cc1nnc(NC(=O)c2c[nH]c(=O)n(Cc3ccco3)c2=O)s1,-34
Cn1nccc1C(=O)Oc1cccc(C=NNC(=O)c2ccccc2O)c1,-2
CCN1CCN(S(=O)(=O)c2c(Cl)cccc2Cl)CC1,-1
O=C(CN1C(=O)CCC1=O)NCCn1nc(C(F)(F)F)c2c1CCCC2,-13
Cc1cc2ncc(NC(=O)Cc3cccs3)cn2n1,0
CCOc1ccc(Nc2nc3c([nH]2)c(=O)[nH]c(=O)n3C)cc1,-2
COc1cccc(C=Nc2nc3ccccc3n2C)c1O,-5
COc1ccc(C(C)C)cc1S(=O)(=O)n1cc(C)nc1-c1ccccc1,4&13
CS(=O)(=O)c1cccc(-c2nnc(NC(=O)c3cccc(NS(=O)(=O)c4ccccc4)c3)o2)c1,5
Cc1c(Br)cncc1C#N,-11
C=CCN1C(=O)C(C)(C)COc2cc(NC(=O)c3ccccc3)ccc21,20
O=C(NCCn1nc(-c2cccnc2)ccc1=O)NCc1ccccc1,-11&-7
CCOC(=O)c1c(-c2ccccc2)csc1NC(=O)CSc1cc(C)c2ccccc2n1,2
O=C(Nc1cccc2c1C(=O)NC2=O)c1ccno1,-10
CC(C)C(=O)Nc1ccc(SCC(=O)c2ccccc2)nn1,-8
O=C(c1cccc2ccccc12)N1CCN(Cc2nc3ccccc3[nH]2)CC1,-3

SMILES,PriA SSB inh
O=C(CC1CCCCN1S(=O)(=O)c1ccccc1)Nc1ccc(Br)cc1 (configuration not stated),12
O=C(Nc1nnc(C2CC(=O)N(c3ccccc3)C2)o1)c1ccc(S(=O)(=O)N2CCOCC2)cc1 (configuration not stated),-4
Cc1cc(C)n(-c2nc(CCNC(=O)c3cc(C)oc3C)cs2)n1,-7
CC(=O)c1ccc(NC(=O)CN2CCN(Cc3nc4ccccc4[nH]3)CC2)cc1,-20
Cc1ccc(CON=CC2=C(Cl)c3ccccc3CC2)cc1,-32
COc1ccc(N2CC(C(=O)N3C4C=CCC3CC4)CC2=O)cc1 (configuration not stated),-3
COc1ccccc1NC(=O)COc1ccc(C=NNC(=O)CSCc2ccc(Cl)cc2)cc1,-8
O=C(c1cccnc1)N1CCN(CCN2C(=O)c3cccc4cccc(c34)C2=O)CC1,-2
CC1CCN(c2cc(NC(=O)Cc3ccc(Br)cc3)ncn2)CC1,-11
CC1CCN(c2cc(NC(=O)NCc3cccs3)ncn2)CC1,2
Cc1ccc(NC(=O)Cn2c(=O)c3c(N4CCN(C(=O)C5CC5)CC4)ccnc3n(C)c2=O)cc1,-8
COc1ccc(C=NNC(=O)/C(=C\Nc2nccc(C)n2)NC(=O)c2ccccc2)cc1,16
Cc1cc(C(=O)NCC[C@H](O)c2cccs2)no1,-13
O=C(O)CSc1ccnc(SCC(=O)O)n1,-11
Cc1cc(C=NNC(=O)c2c(Br)cnn2C)c(C)n1-c1cccc(Br)c1,14
CSc1cccc(NC(=O)C(=O)NCC(c2ccc(C)cc2)N2CCOCC2)c1 (configuration not stated),9
O=C(OC1CN(c2nc3ccccc3s2)C1)C1=COCCO1,-14
COc1ccc(N2CCN(C(=O)c3csc4nc(-c5ccc(C)cc5)cn34)CC2)cc1,-3
N=c1oc2ccccc2cc1C(=O)NN=Cc1ccccc1,2
COC(=O)c1ccccc1NC(=O)CSc1nnc(CSc2nc(C)cc(C)n2)o1,-8

SMILES,PriA SSB inh
COc1ccc(Cl)c2sc(NC(=O)c3ccc(S(=O)(=O)N4CCCCCC4)cc3)nc12,-17
C=CCN(CC=C)S(=O)(=O)c1ccc(C(=O)Nc2nc(C)c(C(=O)OCC)s2)cc1,-23
CCOc1c(C)cc(S(=O)(=O)Nc2ccc(Nc3nc(C)cc(N(C)C)n3)cc2)cc1C,-9
COc1ccc(S(=O)(=O)C2CCN(C(=O)Cn3cnc4ccccc4c3=O)CC2)cc1,-22
Cc1ccc(N2CCC(CNC(=O)c3cc(-c4ccccc4)on3)CC2)nn1,-1
COc1cccc(C=NNC(=O)C(=O)N2CCCCCC2)c1O,-4
Cc1c(C=NNC(=O)CNc2ccccc2)c2ccccn2c1C(=O)c1ccc(Cl)cc1,-9
c1ccc(-c2[nH]c3ccccc3c2C(c2ccccn2)N2CCCC2)cc1 (configuration not stated),20
COc1ccc(C)c2sc(N(Cc3ccccn3)C(=O)c3ccc(S(=O)(=O)N4CCCC4)cc3)nc12,-6

This is a subset; count on the stated rates, not on these rows.
